# Redox H2O2 prof – compounds producing H2O2 with reducing agent – biochemical, NIH compound library profiling, artefact control for MLSCN library redox annotation, primary screen. actives 0.03% (n = 200,000). DTT-dependent redox cycling H2O2, phenol red/HRP absorbance; 100% = 100 µM peroxide control, 0% = buffer. activation, % at 10 µM;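 active = activation of at least 50% relative to the plate's high and low controls in the primary single-dose screen; inactive = activation below 50%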;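 note: compound incubated with DTT at 0.8 mM final as the reducing agent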
# APP 5UTR inh – APP translation inhibition; SH-SY5Y APP 5'UTR-luciferase reporter, luminescence; inhibition, % at 2 µM; actives 0.82% (n = 190,000); AID 1285;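 active = inhibition above a set limit, derived from the sample mean plus 3 SD, cut at about 45% in these data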; note: values of inactives mirror those of a sister screen read the other way
# FLuc inh counter – counter-screen for luciferase assay inhibitors: firefly luciferase inhibition. P08659. ATPLite firefly luciferase biochemical luminescence, 10 min. inhibition, % at 10 µM. actives 1.5% (n = 200,000). AID 1006;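 active = inhibition above about 50% when tested at 10 µM, limit read from the data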
# Target sequence (P08659 whole entry, looked up): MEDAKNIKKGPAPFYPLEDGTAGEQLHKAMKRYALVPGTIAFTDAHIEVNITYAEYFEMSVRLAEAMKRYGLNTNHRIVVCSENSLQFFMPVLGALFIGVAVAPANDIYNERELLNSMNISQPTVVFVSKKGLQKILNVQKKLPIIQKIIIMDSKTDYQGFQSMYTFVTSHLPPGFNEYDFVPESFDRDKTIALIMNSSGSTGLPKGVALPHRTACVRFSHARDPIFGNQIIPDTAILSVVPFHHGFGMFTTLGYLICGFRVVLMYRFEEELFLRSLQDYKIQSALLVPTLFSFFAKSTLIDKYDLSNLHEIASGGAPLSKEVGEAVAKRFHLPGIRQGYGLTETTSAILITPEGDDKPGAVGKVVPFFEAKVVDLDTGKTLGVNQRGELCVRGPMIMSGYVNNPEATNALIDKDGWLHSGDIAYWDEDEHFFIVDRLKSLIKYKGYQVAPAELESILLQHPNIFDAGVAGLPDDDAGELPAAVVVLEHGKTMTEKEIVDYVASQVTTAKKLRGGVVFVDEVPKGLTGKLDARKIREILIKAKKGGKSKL
# NF-kB expr up – NF-kB expression increase, human neuronal cells; NF-kB reporter expression; active compounds read high; fold change at 12.5 µM; actives 1.6% (n = 190,000); in the data active = fold change above about 3.3
# APP 5'UTR act – APP 5'UTR luciferase reporter activation. actives 1% (n = 190,000). activation, % at 2 µM. AID 1276. SH-SY5Y APP 5'UTR luciferase reporter, luminescence; zero percent = DMSO vehicle wells;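 active = activation above a set limit, based on mean plus 3 SD of controls, cut at about 140% in these data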; note: values of inactives mirror those of a sister screen read the other way
# FLuc stim CS – affects firefly luciferase, flagging false hits in luciferase stimulation screens; ATPlite luciferase biochemical, luminescence, 10 min; 0 = ATP-free wells, 1 = DMSO control; activation factor at 10 µM; 200,000 tested, under 10 active;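 active = luciferase activation factor, scaled between plate controls, of at least 2 with compound at 10 µM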
#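 System: Luciferase/luciferin detection reagent, cell-free biochemical luciferase assay | Medium: PBS buffer for ATP | Dosing: Test compounds dosed from 2 mM stocks in 100% DMSO | Timing: 10 min at ambient temperature | Signal: Luminescence measurement of luciferase light output | Evaluation: Luciferase activation, seen as luminescence increase over controls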
# G6PDH CS – L. mesenteroides G6PDH inhibition counter-screen | Purified L. mesenteroides G6PDH, diaphorase/resazurin coupled fluorescence, 45 min | inhibition, % at 5 µM | actives 0.12% (n = 200,000); in the data active = inhibition above about 50%
# Hsp70 act – switches on Hsp70 transcription; HeLa Hsp70 promoter luciferase reporter, luminescence; scaled: vehicle 0, proteasome-inhibitor control 100%; activation, % at 10 µM; actives 0.04% (n = 200,000); AID 1203;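 active = activation above the mean across all tested compounds plus 3 SD, cutoff set per campaign, cut at about 5.5% in these data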;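 note: 100% = MG132 at 30 µM as the positive control and 0% = DMSO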
# STAT1 activator – activators of IFN-gamma induced STAT1 signaling; actives 2.6% (n = 200,000); activation (% of control), % at 5.5 µM; NIH 3T3 STAT1-luciferase reporter, luminescence; 100% = IFN-gamma alone, no compound; AID 932;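 active = activation above the screen-wide mean activation plus 3 SD, cut at about 130% in these data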;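 note: raw ratio to IFN-gamma control signal so 100% means no change and 0% no light; values of inactives mirror those of a sister screen read the other way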
# HMGR II inh – blocks class II HMG-CoA reductase of Enterococcus faecalis. purified E. faecalis HMGR, NADPH absorbance 340 nm kinetic. inhibition, % at 10 µM. actives 0.41% (n = 190,000). AID 1066;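 active = inhibition above a set limit, the median over all tested compounds plus 3 SD, cut at about 9.5% in these data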;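 note: enzyme runs in reverse so mevalonate oxidation gives rising NADPH absorbance; 0% = complete reaction with DMSO and 100% = background rate lacking mevalonate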
# * hit, by the source's call; x = not tested or not shown. No enrichment for hits; any-hit rate near 5.3%.
SMILES,Redox H2O2 prof,APP 5UTR inh,FLuc inh counter,NF-kB expr up,APP 5'UTR act,FLuc stim CS,G6PDH CS,Hsp70 act,STAT1 activator,HMGR II inh
CC(C)(C)c1nnc(NC(=O)c2cccs2)s1,0.1,-68,30,3.4*,68,0.7,7,-0.2,134*,-5
CC(=O)C(=Nc1ccc(Cl)cc1Cl)NNc1cccc(Cl)c1,-0.2,4,-2,1.5,-4,1,1,-0.2,105,-2
CCOC(=O)c1ccc(NC(=O)CC2OCCN(CC)C2=O)cc1 (configuration not stated),1.4,7,-1,1.1,-7,1,5,-0.1,95,2
O=C(CSc1nc(-c2ccccc2)cc(=O)[nH]1)Nc1ccccn1,1.5,7,6,0.98,-7,0.9,17,0.1,104,-8
Cc1c(C(=O)OCC(=O)N2CC(=O)Nc3ccccc32)oc2ccc(Br)cc12,-0.2,-18,-3,1,18,1,-5,-0.2,101,4
COc1ccc(C2C(=O)N(C3CCCCC3)CC(=O)N2C2CCCCC2)cc1 (configuration not stated),-0.1,17,-11,0.61,-17,1.1,9,0.1,95,1
Cc1ccc(NC(=S)NNC(=O)c2ccc(N3CCOCC3)c([N+](=O)[O-])c2)cc1C,-0.4,2,-4,1.3,-2,1,-10,-0.2,102,-4
COc1ccc(-n2nnc3c(=O)n(CC(=O)Nc4cc(C)on4)cnc32)cc1,2.0,-10,1,1.2,10,1,18,0.1,98,-1
CC1=CC(=C(C#N)C#N)C=C(C)N1Cc1ccc(Cl)cc1,-0.9,-2,1,0.89,2,1,-5,-0.2,98,-5
COc1ccc(Cl)cc1C(=O)NCc1cnn(C)c1C,2.9,3,-2,1.1,-3,1,8,-0.2,105,-6
CCOC(=O)/C(C#N)=C/c1cn(CCC(=O)O)nc1-c1ccc(F)cc1,0.0,4,1,1.2,-3,1,7,-0.1,100,-3
CC1Cc2ccccc2N1C(=O)/C=C/c1cccc(F)c1 (configuration not stated),0.0,-189,33,6.3*,189*,0.7,-3,0.3,158*,-9
Cc1ccccc1C(=O)NCc1ccncc1,2.6,1,-7,1.1,-1,1.1,3,-0.2,102,2
O=c1c2cn[nH]c2nc(SCc2ccc3c(c2)OCCO3)n1-c1ccccc1,0.1,12,-4,0.7,-12,1,-2,-0.5,106,-2
COc1ccc(CCNS(=O)(=O)c2cccc(C)c2)cc1OC,0.1,-2,-4,0.95,2,1,5,0.2,103,3
O=C(OCCN1C(=O)c2ccccc2C1=O)c1cc2ccccc2o1,-0.4,-1,-6,0.93,1,1.1,-2,-0.2,98,-6
Cc1ccc(C2Nc3ccccc3C(=O)N2Cc2ccco2)cc1 (configuration not stated),3.6,-7,-3,1.5,7,1,0,0.0,102,-2
O=C(C1=NN[C@@H]2C(=O)N(c3cccc(F)c3)C(=O)[C@H]12)C(c1ccccc1)c1ccccc1,-0.1,-12,-5,0.96,12,1,1,-0.5,95,-3
Nc1c(-c2ccccc2)cnn1C1CCS(=O)(=O)C1 (configuration not stated),0.2,-9,-2,1.1,9,1,-4,-0.2,96,-3
O=C(Nc1ccc2c(c1)oc1ccccc12)c1cccnc1,1.5,-32,3,1.7,32,1,-1,0.2,118,-7
CCOc1ccc(NC2c3ccccc3C(=O)N2Cc2ccc3c(c2)OCO3)cc1 (configuration not stated),-1.0,5,-8,1.3,-5,1.1,8,0.1,94,-3
C=CCn1c(Cc2csc(N)n2)nnc1SCC(=O)Nc1ccccc1C(F)(F)F,0.0,2,-4,1.1,-2,1,-6,-0.1,99,-4
COc1ccc(NC(=S)N(CCN2CCCCC2)Cc2ccco2)cc1,-0.1,9,-10,1,-9,1.1,1,0.4,100,1
O=C(c1ccccc1)c1cccc(NC(=O)c2ccco2)c1,1.4,-39,6,1.9,39,0.9,4,0.5,129*,2
COC(=O)c1ccc(C(C(=O)NC2CCCCC2)N(Cc2ccccc2)C(=O)Cc2cccs2)cc1 (configuration not stated),0.2,6,-4,0.46,-6,1,1,0.0,100,-4
O=C1C2C(C(=O)N1/N=C/c1ccco1)C1C=CC2C12CC2 (configuration not stated),1.9,0,12,1.1,0,0.9,35,-0.2,96,-5
CC(=O)c1cccc(NC(=O)c2ccc3c(=O)n4c(nc3c2)CCCCC4)c1,-0.6,-12,34,0.98,12,0.7,1,-0.1,95,0
Cc1ccc(SCC(=O)Nc2ccc3c(c2)C(=O)NC3=O)cc1,-0.4,0,-4,1.1,0,1,2,-0.1,102,1
OCCC1CN(Cc2nc(-c3ccc(F)cc3)cs2)CCN1CCc1ccccc1 (configuration not stated),-0.9,4,-2,0.81,-4,1,10,-0.1,88,1
Cc1cc(C(=O)CSc2nc3ccccc3c(=O)n2C)c(C)n1Cc1ccc2c(c1)OCO2,-0.5,6,2,0.89,-6,1,4,-0.2,81,1
Cc1ccc(NC(=S)NC2CC3CCCC(C2)N3Cc2cccs2)cc1 (configuration not stated),-4.9,2,-4,1,-2,1,4,0.1,101,x
COC(=O)c1ccsc1-n1cc(C#N)c(=O)n(C)c1=O,-0.6,10,-7,1.3,-10,1.1,2,-0.2,106,-7
CCn1c(SCc2cccc(C)c2)nnc1-c1ccc(C)cc1,3.1,9,-7,0.93,-9,1.1,0,-0.3,101,-3
CCCn1c(=S)[nH]c2cc(OC)c(OC)cc2c1=O,-0.7,1,-10,0.94,-1,1.1,-24,-0.3,100,-5
c1ccn2c(SCc3ccc4c(c3)OCCO4)nnc2c1,0.2,-45,3,x,45,1,6,-0.1,111,x
CCOC(=O)N1CCN(c2ncnc3c2[nH]c2ccc(OC)cc23)CC1,0.2,-6,-2,0.52,5,1,9,-0.3,51,-1
FC(F)(F)c1cc(-c2ccc(Cl)cc2)nc2ncnn12,0.1,7,-7,1.2,-7,1.1,-4,-0.4,95,-4
COc1ccc(N(C)C(=O)Cc2c(C(=O)O)[nH]c3ccccc23)cc1,-0.5,8,3,0.98,-8,1,2,0.0,95,-5
Cc1ccc(/C=C(\CCC(=O)O)c2nc3ccccc3s2)cc1[N+](=O)[O-],0.1,-6,-5,1.2,6,1.1,8,1.5,100,1
O=C1CCCC2=C1C(c1ccncc1)c1c(nc(SCc3ccccc3)[nH]c1=O)N2 (configuration not stated),-0.4,13,-1,0.96,-13,1,2,-0.1,98,-2
CCN=C1S/C(=C\c2sccc2C)C(=O)N1CC,0.1,-41,4,1.6,41,1,-14,-0.1,130*,-3
O=C(COc1ccc(S(=O)(=O)N2CCc3ccccc32)cc1Cl)NCc1ccccn1,2.1,2,-6,0.92,-2,1.1,-2,-0.3,93,-2
CC(=O)Nc1ccc(NC(=O)COc2ccccc2C(=O)Nc2cccc(Cl)c2Cl)cc1,0.1,-18,-4,0.96,18,1,-5,-0.1,101,2
CCN(C(=O)CSc1ncn[nH]1)c1cccc2ccccc12,-0.5,15,-2,1.2,-15,1,14,-0.1,94,-3
Oc1c(Br)cc(Cl)cc1C=Nc1ccccc1Br,0.8,-10,-1,1.3,10,1,8,-0.3,99,1
COc1cccc(NC(=O)C2C3C=CC(O3)C2C(=O)NCc2cccnc2)c1 (configuration not stated),1.6,17,-2,0.91,-17,1,17,-0.3,97,-3
OCCNc1nc(-c2ccccc2)c2cc(Cl)ccc2n1,0.5,7,-1,1,-7,1,22,-0.3,100,-6
Cc1nc(SCC(=O)Nc2ccc(OCc3ccccc3)cc2)n[nH]1,-0.2,-2,23,1.6,2,0.8,17,0.2,124,-4
CCOC(=O)/C(C#N)=C1/C=Nc2ccccc2N1,-0.5,0,-2,1.3,0,1,-4,0.1,105,-4
CCCCS(=O)(=O)Nc1ccc2cn[nH]c2c1,-1.1,22,-2,1.2,-22,1,4,-0.1,100,-7
COC(=O)c1ccc(NC(=O)C2CCCO2)cc1 (configuration not stated),1.6,-11,7,1.6,11,0.9,2,-0.2,100,-2
CN(c1ccccc1C(=O)N1CCOCC1)S(C)(=O)=O,2.5,0,-1,0.79,-1,1,2,-0.4,110,2
CCOC(=O)C1CCN(C(=O)/C=C/c2ccccc2OC)CC1,0.3,-6,0,1.2,6,1,1,-0.2,103,-4

# Part of the list above in order of number of heavy atoms, high to low.
SMILES,Redox H2O2 prof,APP 5UTR inh,FLuc inh counter,NF-kB expr up,APP 5'UTR act,FLuc stim CS,G6PDH CS,Hsp70 act,STAT1 activator,HMGR II inh
COc1ccc(N(C)C(=O)Cc2c(C(=O)O)[nH]c3ccccc23)cc1,-0.5,8,3,0.98,-8,1,2,0.0,95,-5
O=C(Nc1ccc2c(c1)oc1ccccc12)c1cccnc1,1.5,-32,3,1.7,32,1,-1,0.2,118,-7
Cc1ccccc1C(=O)NCc1ccncc1,2.6,1,-7,1.1,-1,1.1,3,-0.2,102,2

# Profiles from above. Order of values: Redox H2O2 prof | APP 5UTR inh | FLuc inh counter | NF-kB expr up | APP 5'UTR act | FLuc stim CS | G6PDH CS | Hsp70 act | STAT1 activator | HMGR II inh
# Listed for CCOC(=O)C1CCN(C(=O)/C=C/c2ccccc2OC)CC1 : 0.3 | -6 | 0 | 1.2 | 6 | 1 | 1 | -0.2 | 103 | -4
# Listed for COC(=O)c1ccc(NC(=O)C2CCCO2)cc1 (configuration not stated) : 1.6 | -11 | 7 | 1.6 | 11 | 0.9 | 2 | -0.2 | 100 | -2
# Listed for Cc1cc(C(=O)CSc2nc3ccccc3c(=O)n2C)c(C)n1Cc1ccc2c(c1)OCO2 : -0.5 | 6 | 2 | 0.89 | -6 | 1 | 4 | -0.2 | 81 | 1
# Listed for O=C(C1=NN[C@@H]2C(=O)N(c3cccc(F)c3)C(=O)[C@H]12)C(c1ccccc1)c1ccccc1 : -0.1 | -12 | -5 | 0.96 | 12 | 1 | 1 | -0.5 | 95 | -3

# Assay outcomes from PubChem.
